West Nile virus CPE – West Nile virus antiviral activity, cell-based, CPE readout (AID 1621); West Nile virus-infected cells, CPE inhibition; higher % means a stronger effect; actives 0.02% (n = 290,000); one-dose CPE inhibition, % at 10 µM; IC50 in µM for titrated hits; in the data active = a potency from the dose series; inconclusive = CPE inhibition mostly from about 3.7% at the one dose, without a potency; inactive = the rest, 99 in 100 with CPE inhibition below about 2.2%; also: strong numbers were not always called active
Large T inhibition – SV40 large T antigen inhibitors, biochemical (AID 1903); SV40 large T antigen ATPase/helicase inhibition assay; higher % means a stronger effect; one-dose inhibition, % at 20 µM; IC50 in µM for titrated hits; actives 0.39% (n = 310,000); in the data active = a potency from the dose series; inconclusive = inhibition mostly from about 32% at the one dose, without a potency; inactive = the rest, 99 in 100 with inhibition below about 32%; also: strong numbers were not always called active
NTR1 agonist – agonists of NTR1, primary screen, imaging, U2OS cells, beta-arrestin-GFP, high content (AID 493036). P30989. NTR1-U2OS beta-arrestin-GFP spot imaging, agonist mode. activation, % at 20 µM. actives 0.17% (n = 330,000);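 active = activation at or above 40% of the spot to cytoplasm intensity ratio, with at least 20 cells analyzed; inconclusive = wells under 20 cells, flagged as cytotoxic or low count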;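 also: 0% = DMSO without peptide and 100% = 100 nM NTR1 peptide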
Target sequence (P30989 whole entry, looked up): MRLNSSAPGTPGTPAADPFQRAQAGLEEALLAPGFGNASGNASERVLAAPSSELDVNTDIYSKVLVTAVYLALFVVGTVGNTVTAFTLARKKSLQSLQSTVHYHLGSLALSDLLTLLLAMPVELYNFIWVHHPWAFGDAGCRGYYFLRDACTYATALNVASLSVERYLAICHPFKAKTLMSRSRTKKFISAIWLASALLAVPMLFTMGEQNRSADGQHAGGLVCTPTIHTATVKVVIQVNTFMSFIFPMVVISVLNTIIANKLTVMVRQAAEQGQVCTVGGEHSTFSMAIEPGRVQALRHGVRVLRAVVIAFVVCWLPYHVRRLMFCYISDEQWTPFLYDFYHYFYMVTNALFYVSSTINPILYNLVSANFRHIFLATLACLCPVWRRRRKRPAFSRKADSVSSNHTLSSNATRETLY
Dengue-2 NS5 capping – Dengue-2 NS5 methyltransferase inhibitors, primary screen, biochemical, confirmation dose response (AID 588689); Dengue-2 NS5 methyltransferase capping enzyme assay, biochemical; higher % means a stronger effect; one-dose inhibition, % at 25 µM; IC50 in µM for titrated hits; actives 0.3% (n = 340,000); in the data active = a potency from the dose series; inconclusive = inhibition above about 29% without an active follow-up result
UTI89 phage lysis – inhibition of K1F phage lysis, E. coli UTI89, bacterial capsule biogenesis inhibitors, alamar blue (AID 488966). E. coli UTI89 K1F phage lysis, alamar blue, 2 h; higher % means a stronger effect. one-dose inhibition, % at 100 µM; IC50 in µM for titrated hits. actives 0.02% (n = 340,000);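 active = phage lysis inhibition, versus mean bacterial control, above a set limit; inconclusive = no clear call, values can overlap the other calls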;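 also: capsule biogenesis inhibitors block K1F phage lysis so surviving cells raise fluorescence; higher fluorescence means more inhibition of phage lysis; actives were called in the ten point dose series up to 300 µM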
RSV CPE inhibition – RSV antiviral activity via CPE protection, HEp-2 cells, primary 10 µM value included (AID 2391); HEp-2 cells, RSV-induced CPE inhibition; higher % means a stronger effect; CPE inhibition, % at 10 µM; hits with a dose series show IC50 in µM; actives 0.13% (n = 310,000); in the data active = a potency from the dose series; inconclusive = CPE inhibition mostly from about 23% at the one dose, without a potency; inactive = the rest, 99 in 100 with CPE inhibition below about 21%; also: strong numbers were not always called active
MgcRacGAP inhibition – MgcRacGAP GTPase-activating activity inhibitors, confirmation, biochemical, ADP Hunter fluorescence; actives 0.6% (n = 340,000); inhibition, % at 30 µM; hits with a dose series show IC50 in µM; MgcRacGAP-stimulated Rac1 GTP hydrolysis, ADP Hunter fluorescence; higher % means a stronger effect; GST-tagged Rac1 F28L mutant substrate; AID 624330;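 active = first-screen hits whose inhibition reached a set limit at any dose in the follow-up dose series; inconclusive = inhibition above the set first-screen limit but never retested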;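 also: fluorescence reports GDP produced by GAP-driven GTP hydrolysis; strong numbers were not always called active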
SIAH1 antagonists – Siah-1 peptide-binding antagonists, primary screen, biochemical, fluorescence polarization, rhodamine-plectin, uHTS (AID 1817) | Siah-1 / rhodamine-plectin peptide fluorescence polarization; higher % means a stronger effect | actives 0.02% (n = 290,000) | displacement, % at 20 µM, or IC50 in µM where a hit was titrated;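 active = displacement of at least 50% at 20 µM, with a fluorescence ratio check between 0.3 and a set limit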;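 also: plate controls were Siah plus tracer with DMSO for no effect and tracer alone without Siah for full effect; strong numbers were not always called active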
AID2073 – disruptors of CaV2.2 binding to Mint1 – biochemical, HTRF (AID 2073); one-dose inhibition, % at 20 µM; IC50 in µM for titrated hits; HTRF protein-protein interaction, Mint1-CaV2.2; higher % means a stronger effect; actives 0.19% (n = 290,000); in the data active = inhibition mostly above about 51%, no sharp cut-off; inconclusive = no clear call, values can overlap the other calls; inactive = mostly below about 53%; also: some results filed as inactive read as strong as hits
NTR1 agonist cell count 20 µM – recorded beside NTR1 agonist, whose call it bears; cell count; measured here: cell count, cytotoxicity flag
Dengue-2 NS5 capping pilot replicate – second read-out of Dengue-2 NS5 capping, no call of its own (marks repeat the call); inhibition, %; measured here: pilot screen replicate inhibition
Numbers without * were called inactive; i = inactive; u = inconclusive; x = not tested or not shown; [ ] = remark or other dose.

SMILES | West Nile virus CPE | Large T inhibition | NTR1 agonist | NTR1 agonist cell count 20 µM | Dengue-2 NS5 capping | UTI89 phage lysis | RSV CPE inhibition | MgcRacGAP inhibition | SIAH1 antagonists | AID2073 | others
Cc1c(C(=O)NC(C)C)c(-c2ccccc2)nn1-c1ccccc1 | -0.6% | -5% | 2.5 | 71 | -4% | 0.5% | 0.7% | 3% | 0% | -11%
O=C(NCc1ccccc1)C(c1ccc(F)cc1)N(C(=O)c1csnn1)c1ccccc1 (stereo unspecified) | -0.1% | -7% | -1.2 | 45 | 9% | -0.6% | -0.5% | -3% | -2% | -7%
CCOc1cc(C)c(C(C)C)cc1S(=O)(=O)N1CCOCC1 | 0.4% | 0% | 0.6 | 75 | -5% | 1.3% | 2.4% | 5% | -1% | 38%
Nc1ccc2c(c1)C(=O)N(CCCC(=O)O)C2=O | 0.2% | 10% | -0.3 | 34 | 14% | -0.1% | -0.2% | 11% | 3% | 17%
O=C(CNC(=O)c1cccs1)OCc1ccc(Br)cc1 | 0.1% | 8% | 0.3 | 79 | 4% | 0.2% | 0.9% | 6% | -3% | 10%
CN1CCN(CCCNC(=O)C2CCN(c3nnc(-n4cccc4)s3)CC2)CC1 | x | 10% | 0.5 | 44 | -4% | 0.4% | -0.9% | 16% | 46% | 7%
COc1ccc2cc3cc(C(=O)Nc4ccc5c(c4)OCCO5)oc3nc2c1 | -0.2% | 7% | 5.0 | 55 | 2% | 2.6% | 9.3% | 5% | 9% | 34%
COCCNS(=O)(=O)c1ccc(SC)cc1 | -0.2% | -1% | -0.3 | 43 | 1% | 2.5% | 1.5% | 5% | 1% | 12%
CC1(C)Cc2c(sc3[nH]c(=S)n(Cc4ccccc4)c(=O)c23)CO1 | 0.3% | 11% | -0.6 | 53 | 1% | 2.7% | 0.6% | 19% | 0% | -6%
NC(=O)c1ccsc1NC(=O)COC(=O)c1cc(Cl)ccc1O | x | 12% | 1.7 | 51 | -2% | 0.8%[50 µM] | -0.1% | 1% | x | x
S=C(Nc1ccccc1)N1CCOCC1 | -0.1% | x | 0.8 | 95 | -9% | 0.2% | 0.7% | 8% | 1% | -26%
CCCn1c(C(C)Nc2nc(-c3ccc(C)cc3)cs2)nc2cc(Cl)c(Cl)cc21 (stereo unspecified) | -0.6% | 25% | 5.7 | 75 | -15% | 1.0% | u | 5% | 4% | -1%
COc1cccc(C(=O)NC2CCCc3ccccc32)c1 (stereo unspecified) | -0.8% | -2% | -1.6 | 46 | 0% | 0.2% | 0.7% | 11% | -7% | 11%
COc1cc(CC2COC(c3ccc(O)c(OC)c3)C2COC(C)=O)ccc1O (stereo unspecified) | -0.4% | u | -0.6 | 77 | -2% | 2.8% | 5.5% | 32% | 55% | 34%
O=C(NC(=S)NCc1ccc(-c2nc3ccccc3s2)cc1)c1ccco1 | -1.0% | 9% | 2.7 | 78 | 3% | 1.6% | 0.4% | 4% | 4% | -1%
O=C1Nc2ccccc2OC1CC(=O)N1CCOCC1 (stereo unspecified) | 0.0% | 18% | -0.9 | 53 | -4% | 0.5% | 0.6% | 1% | 3% | 7%
CCOC(=O)c1c(C)n(-c2ccc(C)cc2)c2ccc(O)c(CN(C)C)c12 | -1.2% | 17% | 21 | 46 | -7% | 0.9% | -2.3% | 12% | -2% | 4%
COC(=O)c1sc(N2C(=O)C(O)=C(C(=O)c3ccc(C)o3)C2c2ccco2)nc1C (stereo unspecified) | 0.0% | 7% | 1.9 | 54 | 1% | -0.3%[50 µM] | 2.4% | 12% | 2% | -2%
CCOc1cc(C(=O)NCCc2ccc(S(N)(=O)=O)cc2)cc(OCC)c1OCC | 0.0% | 7% | -1.0 | 73 | -14% | 1.7% | 0.3% | 10% | 1% | -5%
O=C(c1ccc(F)cc1)C1CCN(C(=O)c2ccc(F)cc2)CC1 | 0.4% | 1% | -1.5 | 75 | -3% | -0.3% | 7.9% | -72% | -4% | 8% | Dengue-2 NS5 capping pilot replicate=0.6
COc1ccc2c(C)cc(SCC(=O)Nc3cc(C(N)=O)cc(C(N)=O)c3)nc2c1 | 0.4% | 12% | 2.6 | 54 | 0% | 0.1%[50 µM] | 1.8% | 5% | 11% | 1%
CCOCCCN(C)C1CCN(S(=O)(=O)c2csc(C(N)=O)c2)CC1 | 0.5% | 7% | -0.7 | 62 | -2% | 0.3% | -0.3% | 12% | -2% | 12%
CCn1c(NCc2cccs2)nc2ccccc21 | -0.4% | 4% | -0.7 | 62 | -9% | 0.4% | -0.1% | 1% | -1% | -8%
O=C(NC1CCCC1)C(c1cccnc1)N(C(=O)c1csnn1)c1ccc(F)cc1 (stereo unspecified) | 0.0% | 0% | -0.2 | 53 | -1% | -0.1% | 0.2% | 2% | -4% | 9%
CCc1ccc(NC(=O)CCNS(=O)(=O)c2cccc3nonc23)cc1 | -1.0% | 15% | 0.8 | 92 | -9% | 0.2% | 1.6% | 7% | -2% | -4%
CCOC(=O)C1CCCN(C2CC(=O)N(c3ccc(N4C(=O)CC(N5CCCC(C(=O)OCC)C5)C4=O)cc3)C2=O)C1 (stereo unspecified) | 0.2% | 16% | -0.4 | 91 | -3% | 0.1% | 0.7% | 13% | 4% | 15%
CCOC(=O)c1cc2c(ccn2C)n1CC(=O)N1CCCC(C)C1 (stereo unspecified) | -0.1% | 18% | -2.1 | 89 | 0% | 0.3% | 0.8% | 7% | 0% | 5%
CCN1CCN(S(=O)(=O)c2ccc(Cl)c(C(=O)N(C)Cc3cccc(OC)c3)c2)CC1 | x | 7% | 0.2 | 78 | -6% | 1.0%[50 µM] | -1.8% | 6% | x | x
O=S(=O)(CCc1nc2ccccc2[nH]1)c1ccc(Br)cc1 | -1.2% | 7% | 0.3 | 65 | -8% | 2.3%[50 µM] | 0.6% | 3% | 16% | 9%
Cc1cc(C)c(NC(=O)C2CCCO2)c(C)c1 (stereo unspecified) | x | 7% | 0.3 | 55 | 2% | 0.7% | 1.1% | 9% | x | x
O=C(CSc1nnc(NC(=O)C2CC(=O)N(c3ccccc3)C2)s1)NCC1CCCO1 (stereo unspecified) | 0.0% | 4% | -1.6 | 70 | -8% | 0.0% | 0.8% | 8% | 6% | -9%
CCCCN(CC)C(=O)c1cccc(Cl)c1 | -0.4% | -3% | -1.1 | 73 | -2% | 1.7% | 1.2% | 8% | -3% | -3%
COc1ccc(-c2csc(/C(C#N)=C/Nc3ccc4c(c3)OCCO4)n2)cc1 | 0.6% | 3% | 1.3 | 97 | 4% | 0.1% | 4.4% | 3% | 3% | -3%
CCOc1ccccc1NC(=O)CN(c1ccc(Cl)cc1)S(C)(=O)=O | -0.9% | 5% | 1.9 | 56 | x | -0.4% | 2.0% | 12% | 4% | 9%
Cc1c(C(C)(C)O)[nH]c2cc(C(F)(F)F)ccc12 | -0.9% | 8% | 3.5 | 74 | -8% | -1.5% | 11% | 5% | -6% | -10%
COc1ccc2nc(C)cc(N/N=C/c3cccc(OC)c3O)c2c1 | -2.7% | 21% | 41* | 47* | -8% | -0.8% | -2.5% | 52µM* | -2% | -8%
O=C(CC1CCOCC1)Nc1ccc(Cl)c(Cl)c1 | -0.6% | 10% | 0.1 | 55 | -2% | 0.3% | 0.7% | 5% | 7% | -4%
c1ccc(NC2=Nc3ccccc3CS2)cc1 | -0.8% | 9% | 0.4 | 50 | 8% | 0.3% | 1.9% | 13% | -1% | -3%
Cc1c(O)c(=O)c2ccccc2n1C | -0.1% | 8% | -2.0 | 89 | -1% | i | 1.0% | 0% | 2% | 48%
O=C(COC(=O)c1ccc2ncsc2c1)NCc1ccccc1Cl | x | x | -2.5 | 67 | -6% | 0.4%[50 µM] | x | 2% | x | x

5 structures out of the list, ordered by heavy-atom count, smallest number first.
SMILES | West Nile virus CPE | Large T inhibition | NTR1 agonist | NTR1 agonist cell count 20 µM | Dengue-2 NS5 capping | UTI89 phage lysis | RSV CPE inhibition | MgcRacGAP inhibition | SIAH1 antagonists | AID2073 | others
CCCCN(CC)C(=O)c1cccc(Cl)c1 | -0.4% | -3% | -1.1 | 73 | -2% | 1.7% | 1.2% | 8% | -3% | -3%
O=C(COC(=O)c1ccc2ncsc2c1)NCc1ccccc1Cl | x | x | -2.5 | 67 | -6% | 0.4%[50 µM] | x | 2% | x | x
CCOc1ccccc1NC(=O)CN(c1ccc(Cl)cc1)S(C)(=O)=O | -0.9% | 5% | 1.9 | 56 | x | -0.4% | 2.0% | 12% | 4% | 9%
COc1ccc(-c2csc(/C(C#N)=C/Nc3ccc4c(c3)OCCO4)n2)cc1 | 0.6% | 3% | 1.3 | 97 | 4% | 0.1% | 4.4% | 3% | 3% | -3%
O=C(CSc1nnc(NC(=O)C2CC(=O)N(c3ccccc3)C2)s1)NCC1CCCO1 (stereo unspecified) | 0.0% | 4% | -1.6 | 70 | -8% | 0.0% | 0.8% | 8% | 6% | -9%

Following part.
SMILES | West Nile virus CPE | Large T inhibition | NTR1 agonist | NTR1 agonist cell count 20 µM | Dengue-2 NS5 capping | UTI89 phage lysis | RSV CPE inhibition | MgcRacGAP inhibition | SIAH1 antagonists | AID2073 | others
O=C(CCNC(=O)C1CCN(S(=O)(=O)c2ccccc2)CC1)Nc1cccc(C(F)(F)F)c1 | -0.2% | 8% | 2.7 | 67 | -3% | -0.1% | 1.7% | 7% | 2% | 9%
Clc1cccc(C2Nc3cccc4cccc(c34)N2)c1Cl | 1.1% | 8% | 3.3 | 74 | 7% | 0.4% | 10% | 28% | -5% | 0%
N#Cc1nc(-c2ccccc2F)oc1NCCN1CCOCC1 | -0.1% | -3% | 5.0 | 51 | -6% | -4.8% | -1.0% | 7% | 2% | 12%
Cc1cc(C)n(-c2nnc3n2N=C(c2ccccc2)CS3)n1 | -0.4% | 0% | -1.6 | 88 | -4% | 0.0% | -0.9% | 8% | -5% | 3%
COc1ccc(C(=O)NCCS(=O)(=O)NCc2ccc(C)cc2)cc1 | x | 18% | 0.0 | 70 | -7% | 1.1%[50 µM] | 0.2% | -1% | x | x
CN(C)CCCN(C(=O)c1ccc(S(=O)(=O)N2CCc3ccccc3C2)cc1)c1nc2c(F)cc(F)cc2s1 | x | 12% | 0.6 | 59 | -10% | -0.5%[50 µM] | 4.4% | 6% | x | x
COC(=O)c1ccc(C)c(NS(=O)(=O)c2ccc(NC(C)=O)cc2)c1 | 0.4% | 7% | 0.8 | 47 | -7% | 4.1% | 0.5% | 4% | 1% | 0%
Cc1csc(=O)n1CCC(=O)OCC(=O)Nc1ccc(C(N)=O)cc1 | x | 15% | -1.9 | 80 | -1% | 0.6%[50 µM] | 1.6% | 7% | x | x

This is a random part of the collection; about 1.6% have a hit in one of these screens.
